NR2E3 ag-1 = activates human NR2E3 receptor; CHO-S Gal4-NCOR/VP16-NR2E3 two-hybrid, luciferase; inhibition of corepressor binding, % at 3.98 µM; 360,000 compounds, 0.35% hits; AID 602229; Q9Y5X4;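 active = inhibition above the mean of all tested compounds plus 3 SD, cut at about 70% in these data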;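 also: 0% = DMSO with NR2E3 transfected cells and 100% = cells lacking NR2E3 construct; higher means lower luciferase signal from less NR2E3 corepressor binding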
Target sequence (Q9Y5X4 whole entry, looked up, the tested form may be a part): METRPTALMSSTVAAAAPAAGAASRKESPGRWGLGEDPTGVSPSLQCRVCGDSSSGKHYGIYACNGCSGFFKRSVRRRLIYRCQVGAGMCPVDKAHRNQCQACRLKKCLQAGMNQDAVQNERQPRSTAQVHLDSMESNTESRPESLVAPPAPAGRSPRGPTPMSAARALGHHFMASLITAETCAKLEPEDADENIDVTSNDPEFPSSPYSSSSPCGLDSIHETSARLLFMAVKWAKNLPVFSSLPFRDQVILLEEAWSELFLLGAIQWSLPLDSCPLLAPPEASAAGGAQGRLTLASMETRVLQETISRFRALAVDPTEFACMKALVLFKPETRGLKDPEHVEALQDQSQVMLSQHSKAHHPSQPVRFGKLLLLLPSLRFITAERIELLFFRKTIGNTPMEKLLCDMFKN
HIF-2a block = HIF-2a inhibition | 786-0 RCC cells HIF-2a reporter, luciferase luminescence, overnight | inhibition, % at 18.8 µM | 360,000 compounds, 0.72% hits;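 active = inhibition of the luminescence signal of 40% or more relative to plate controls, in a single-dose primary screen at 18.75 µM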
TRPM1 prom inh = MITF TRPM1 promoter inhibition in SK-MEL-5 cells; 330,000 compounds, 0.83% hits; SK-MEL-5 TRPM1 promoter luciferase, 24 h; inhibition, % at 12.5 µM;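 active = mean inhibition across replicates of 60% or more, whatever share of single replicates reaches that level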; also: values of inactives mirror those of a sister screen read the other way
iPSC survival up = increases survival of single human iPS cells | hiPSC single-cell survival, ATPlite luminescence; 100% = ROCK inhibitor wells, 0% = DMSO | survival enhancement, % at 20 µM | 360,000 compounds, 0.044% hits; in the data active = survival enhancement above about 18%;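 also: cells exposed to compounds for 16 hours before the ATP read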
CF NFkB inh = blocks PAF-induced NF-kB reporter in cystic fibrosis cells; KKLEB NF-kB-GFP reporter, GFP fluorescence overnight; inhibition, % at 5 µM; 360,000 compounds, 0.86% hits; AID 588850;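 active = at least 50% inhibition at 5 µM, scaled per plate between neutral and stimulator controls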;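 also: PAF is a Pseudomonas aeruginosa culture filtrate used as stimulus; plate controls were PAF-stimulated DMSO wells for no effect and unstimulated DMSO wells for full effect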
Peg3 prom inh = reduces Peg3 promoter-driven luciferase expression in HeLa; AID 588405; HeLa PEG-Prom luciferase reporter, luminescence, overnight; 360,000 compounds, 1.7% hits; inhibition, % at 20 µM;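 active = inhibition of at least 50% at 20 µM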
Shn3 3UTR inh = Schnurri-3 reporter inhibition in Clone20 osteoblasts. Clone20 osteoblast Shn3 3'UTR firefly luciferase, 24 h. inhibition, % at 12.5 µM. 360,000 compounds, 0.52% hits. AID 588674;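 active = mean inhibition of at least 75% with every replicate also reaching 75%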;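 also: 0% = median of neutral control wells and 100% = pilot-screen positive control compound; some compounds past the cut are filed as inactive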
KKLEB tox = CF airway cell cytotoxicity counter-screen; KKLEB CF airway cells viability, ATPlite luminescence, overnight; hits give low values; cells stimulated with P. aeruginosa culture filtrate; activity change (cytotoxicity), % at 5 µM; 360,000 compounds, 0.36% hits; AID 602141;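 active = corrected activity change at or below -50% at 5 µM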
TWEAK-Fn14 inh = TWEAK-Fn14 signaling inhibition; TWEAK-stimulated Fn14 reporter cells, luciferase luminescence, 8 h; inhibition, % at 10 µM; 360,000 compounds, 2% hits; AID 1159606; in the data active = inhibition above about 50%
aDG glyco up = alpha-DG glycosylation activation. 360,000 compounds, 0.22% hits. Pro5-aDG cells, alpha-DG glycosylation AlphaScreen (IIH6); 0% Pro5, 100% B10-LARGE cell signal. AID 624168. activation, % at 10 µM;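 active = activation of at least 8% versus controls, or a plate z-score of at least 8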;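 also: Pro5 are CHO cells carrying HIG-tagged alpha-DG that lacks glycosylation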
NR2E3 ag-2 = NR2E3 (human) agonism. Q9Y5X4. GST-NR2E3/biotin-RetCOR TR-FRET, 1536-well. inhibition of corepressor binding, % at 4.78 µM. 320,000 compounds, 0.12% hits. AID 2300;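 active = percent inhibition above the cutoff of mean plus 3 SD of all tested compounds, set per screening campaign, cut at about 20% in these data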;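 also: 0% = DMSO wells and 100% = biotin wells as full block of FRET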
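Material: NR2E3–RetCOR corepressor complex / Amount: 1.35 nM GST-NR2E3 / Medium: Tris pH 7.5 / Compound: single nominal compound dose of 4.8 µM / Incubation: 5 h at 4 °C / Technique: TR-FRET, Eu(K)-anti-GST donor, streptavidin-D2 acceptor, ex 340, em 617/671 nm / Read-out basis: percent loss of FRET ratio relative to control wells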
An asterisk follows results filed as active; / = no result given; & = joins results of further samples.

SMILES	NR2E3 ag-1	HIF-2a block	TRPM1 prom inh	iPSC survival up	CF NFkB inh	Peg3 prom inh	Shn3 3UTR inh	KKLEB tox	TWEAK-Fn14 inh	aDG glyco up	NR2E3 ag-2
CCCCCC(=O)NC(NC(=S)Nc1ccc(S(N)(=O)=O)cc1)C(Cl)(Cl)Cl (centres undefined)	-14	16	4	7.5	8	8	1	-3	-5	-0.2	-1
COC(=O)c1c(C)oc(C)c1S(=O)(=O)N(C)C1CCCCC1	-17	20	/	0.3	-2	16	14	1	1	0.0	-5
COCCN(C(=O)COC(=O)C1CC1)c1c(N)n(Cc2ccccc2)c(=O)[nH]c1=O	-1	18	-2	0.7	6	2	-27	8	0	0.2	-4
c1ccc(-c2nnc(SCc3ccncc3)o2)cc1	-23	-134	/	3.5	-9	-57	-39	2	-45	0.0	/
CCN(CC)S(=O)(=O)c1ccc(-c2nnc(SCC(=O)Nc3nnc(C)s3)n2CC)cc1	9	14	6	2.4	10	-4	-4	3	-3	0.0	-1
Cc1ccc(OC(C)c2nnc(N)s2)cc1Cl (centres undefined)	-9	-8	4	3.7	12	16	12	-9	5	0.5	0
CCOC(=O)c1ccccc1NC(=O)C1=COCCO1	-15	-10	-7	-0.1	-10	7	-8	4	-6	0.0	3
O=C(COC(=O)c1ccc(O)cc1)Nc1ncc(Cl)cc1Cl	0	16	-4	-0.9	-5	17	8	-5	-2	0.0	1
O=c1c2ccccc2ncn1-c1ccc(Cl)c(Cl)c1	-74	-49	-10	0.8	10	-38	-4	-2	-44	-0.1	3
COc1ccc([N+](=O)[O-])cc1NC(=O)C(C)Sc1nc(-c2ccccc2)cs1 (centres undefined)	-12	4	7	0.6	10	22	60	-7	32	0.2	0
CC1=Nc2ccc(C)cc2/C1=C/c1c(N)n2oc(C)cc2nc1=O	12&-9	-14&-2	3&-4	0.9&1.7	-4&-3	-8&8	-4	8&7	-11&1	0.2&-0.3	-19&-19
COC(=O)c1ccc(C2Nc3ccc(/C(C)=N/NC(=O)C(OC)c4ccccc4)cc3C3C=CCC32)cc1 (centres undefined)	-19	4	2	-0.6	-5	1	17	0	13	-0.2	-1
Cc1ccc(Cc2c(-c3ccc(C)cc3)nc3c(Cl)cc(C(F)(F)F)cn23)cc1	60	-42	/	1.1	-8	-26	1	6	22	-0.1	/
O=C1c2ccccc2C(=O)C12Cc1ccccc1N1CCN(c3ccccc3)CC12 (centres undefined)	-13	-30	11	2.7	1	24	-16	-3	15	-0.4	/
CCNC(=O)c1cc(S(=O)(=O)N(C)C)c(Cl)cc1Cl	23	15	4	-0.2	19	-9	0	-7	-2	0.8	-2
CCc1noc(C)c1C(=O)OCC(=O)c1ccc(OC)c(OC)c1	-13	15	-9	0.3	8	-8	1	8	11	0.2	-3
COc1ccc(C(=O)OCC(=O)NCc2cccs2)c(OC)c1OC	-4	-5	2	-0.4	-15	-8	-7	13	-24	-0.2	/
CCOC(=O)CC(=O)c1[nH]c(C)c(C(=O)OCC)c1C	-28	-42	-41	0.6	16	-26	-11	-11	-13	0.1	-5
Cn1cc(C(=O)Nc2ccc3c(c2)CCC3)cn1	-73	-206	-20	2.0	12	-169	-46	2	-36	-0.2	-2
CCOc1ccc(NC(=O)C(Cc2ccccc2)N2C(=O)c3cccc4cccc(c34)C2=O)cc1 (centres undefined)	8	3	24	-0.8	17	18	5	-28	-37	-0.3	4
CCC(=O)N1CCc2cc(S(=O)(=O)Nc3ccc4c(c3)OCCO4)ccc21	53	10	11	-0.6	2	7	77	7	30	4.1	-1
C[C@@H]1CN([C@@H](C)CO)C(=O)CCCn2nncc2CO[C@H]1CN(C)C(=O)Nc1ccc(-c2cccs2)cc1	-11	-26	/	0.9	-7	-19	-19	12	-2	1.3	/
c1ccc2cc3[nH]c(CN4CCOCC4)nc3cc2c1	-21	-55	-4	0.2	0	-20	-21	-6	-6	-0.1	0
COc1ccc(C(C)=O)cc1COC(=O)CCCN1C(=O)c2ccccc2C1=O	-37	-4	-11	2.2	-9	-1	5	2	0	0.6	6
O=C(CSc1nnc(N2CCCC2)n1-c1cccc(Cl)c1)N1CCN(c2ccccn2)CC1	-12	15	/	5.5	-5	8	1	11	-17	0.4	/
COc1ccc([C@H]2C[C@@H](n3cc(C4CC4)nn3)[C@H](O)CN2CC2CCCCC2)cc1	-20	-6	/	-1.5	-8	38	22	-3	9	-0.1	/
C=CCOc1ccccc1CN1CCCC(CCC(=O)N(C)CCc2ccccn2)C1 (centres undefined)	-5	12	3	-0.3	12	6	62	5	15	-0.2	-3
O=C(NC1CCCCCC1)C1CCN(S(=O)(=O)c2ccccc2)CC1	-11	6	9	1.4	2	5	4	5	6	-0.1	0
O=C(Cc1ccc(Cl)cc1Cl)NCC1(N2CCOCC2)CCCCC1	14	11	7	0.3	7	4	-10	6	-3	-0.1	0
CC(C)(C)c1ccc(C(=O)NCC2CCCN2S(=O)(=O)c2ccccc2)cc1 (centres undefined)	-9	-88	-4	-0.4	18	-56	6	-19	-13	0.3	-2
O=C(O)c1cccc(-n2nnnc2SCc2ccccn2)c1	-5	13	5	4.8	2	8	8	10	1	0.1	0
C/C(=N\NC(=O)c1cccs1)c1ccc(C(=O)O)s1	-182	-9	2	0.6	-12	-2	8	15	10	-0.1	/
COc1cccc(-c2sc3ccc(OC)cc3c2-c2ccc(C(N)=O)cc2)c1	13	23	4	1.4	17	6	0	2	-26	0.0	2
COC(=O)C1=CN(CC2CCCO2)C=C(C(=O)OC)C1c1ccsc1 (centres undefined)	-19	13	-8	0.8	-48	1	-6	13	3	0.2	-2
Cc1ccc2nc(NC(=O)c3cc(-c4ccco4)nc4ccccc34)sc2c1	-22	-30	1	-0.7	38	-7	2	-28	15	-0.2	1
COC(=O)c1ccc(C(=O)OC)c(NC(=O)Oc2ccccc2)c1	-40	-20	4	-1.3	-28	-17	-4	22	11	0.0	-2
CCOc1cccc(C(=O)N2CCCN(C)CC2)c1	2	15	3	0.5	-4	5	7	2	9	-0.1	2
Clc1ccc(Cl)c(-c2nn3c(COc4ccccc4)nnc3s2)c1	-9	-7	11	-2.0	37	1	8	-7	-29	-0.1	3
Cc1ccccc1Cc1c(C)nc2c(C(=O)NCc3ccco3)cnn2c1C	-2	5	-2	3.0	23	9	36	-14	13	0.5	7
COC(=O)c1ccc(Cn2nc(-c3ccccc3)ccc2=O)cc1	-4	10	-9	1.3	7	10	7	3	0	0.2	-1
CCOC(=O)CNC(=O)C1c2ccccc2C(=O)N(c2ccc(OC)cc2)C1c1ccc(OC)cc1 (centres undefined)	2	10	-4	3.5	12	-10	-4	-5	15	-0.4	1
Cc1ccc(C)c(NC(=O)Cn2ccn(-c3ccc4c(c3)OCO4)c(=O)c2=O)c1	-18	8	-1	-0.4	-20	-1	3	16	1	0.0	-2
Cc1cc2c3c(c1)C1(SCC(=O)N1c1ccc(F)cc1)C(=O)N3C(C)(C)CC2C (centres undefined)	2	2	-6	2.4	-3	28	3	8	17	-0.1	5
O=C(COC(=O)C(Cc1ccccc1)NC(=O)c1cccs1)NCc1ccccc1 (centres undefined)	14	12	-3	3.1	13	4	1	0	1	-0.1	5
O=S(=O)(c1ccc(F)cc1)N1CCN(CCc2ccccc2)CC1	-10	14	-8	-0.6	3	2	18	-2	1	0.1	1

In the list so far, three contain fluorine.
SMILES	NR2E3 ag-1	HIF-2a block	TRPM1 prom inh	iPSC survival up	CF NFkB inh	Peg3 prom inh	Shn3 3UTR inh	KKLEB tox	TWEAK-Fn14 inh	aDG glyco up	NR2E3 ag-2
Cc1ccc(Cc2c(-c3ccc(C)cc3)nc3c(Cl)cc(C(F)(F)F)cn23)cc1	60	-42	/	1.1	-8	-26	1	6	22	-0.1	/
Cc1cc2c3c(c1)C1(SCC(=O)N1c1ccc(F)cc1)C(=O)N3C(C)(C)CC2C (centres undefined)	2	2	-6	2.4	-3	28	3	8	17	-0.1	5
O=S(=O)(c1ccc(F)cc1)N1CCN(CCc2ccccc2)CC1	-10	14	-8	-0.6	3	2	18	-2	1	0.1	1

Other results follow.
SMILES	NR2E3 ag-1	HIF-2a block	TRPM1 prom inh	iPSC survival up	CF NFkB inh	Peg3 prom inh	Shn3 3UTR inh	KKLEB tox	TWEAK-Fn14 inh	aDG glyco up	NR2E3 ag-2
COc1ccc(OC)c(-n2cnc3cc(C(=O)O)ccc32)c1	-6	15	16	1.4	6	1	0	-1	4	0.6	2
COc1ccc(O)c(C(=O)c2cnc3c(c2)c(C)nn3CCO)c1	-36	-42	-2	-0.2	-1	-9	8	3	29	0.0	0
Clc1cccc(Oc2cnns2)c1Cl	-7	-3	-7	0.1	-5	3	1	6	-20	0.0	-2
O=C(N1CCOCC1)n1cnc2ccccc21	-14	-5	-11	-0.1	3	-2	3	11	11	0.0	-1
COc1cc(C)c(S(=O)(=O)NOCc2ccc([N+](=O)[O-])cc2)c(C)c1C	21	26	0	-0.4	13	14	19	-21	2	0.0	-3
COCCNC(=O)/C(C#N)=C/c1c(N2CCCCCC2)nc2ccccn2c1=O	-17	-53	-3	0.1	-14	-26	-15	7	-12	-0.2	1
O=C1NCC(c2ccccc2)(c2ccccc2)C(=O)N1	13	2	-8	-0.5	7	-1	-5	-19	1	0.0	/
CCCCCC(=O)C(=O)c1ccc(O)cc1O	-17	5	0	0.8	-2	16	-6	10	12	-0.2	2
CCN(CC)CCCN(Cc1cc2cc3c(cc2[nH]c1=O)OCO3)C(=S)Nc1ccc(OC)cc1	8	10	5	0.0	-26	-9	-35	6	-3	-0.4	1
CCCCC(=O)Nc1ccc(Cl)cc1F	7	-11	/	3.4	20	-24	2	4	6	-0.4	/
CC(=O)Nc1ccc(NS(=O)(=O)c2ccc(Cl)c(C(=O)O)c2)cc1	-1	13	0	2.6	-9	13	12	6	8	-0.3	4
C=CCC[C@H](CCCCC)OC(=O)/C=C/[C@@H](O)[C@H](O)C[C@H](O)CC=C	-11	17	/	0.1	/	/	/	/	23	-0.1	/
COc1cc(C(=O)Nc2cc3c(cc2N2CCCCC2)n(C)c(=O)n3C)cc(OC)c1OC	-28	-52	32	-0.3	-63	0	2	1	21	-0.2	2
COc1cccc2sc(N(C)c3ccccc3)nc12	-128	-151	-51	-3.4	-10	-219	-85	-18	31	-0.1	2
O=S(=O)(c1ccc2ccccc2c1)N1CCN(C2Cc3ccccc3C2)CC1	-5	10	3	-0.1	20	-7	3	-7	10	0.5	-3
Cc1ccc(Nc2ncnc3c2cnn3C)cc1	0	-44	1	0.7	-6	-72	3	2	1	0.1	2
Cc1c(Cl)c([N+](=O)[O-])nn1Cc1ccc(C(=O)N/N=C\c2ccccn2)o1	16	6	6	3.9	-7	7	-10	-2	-15	0.8	2
Cc1ccc2[nH]c(=O)c(CN(CCc3ccccc3)C(=O)N3CCOCC3)cc2c1	-6	25	-3	0.3	-9	8	7	4	15	-0.1	-2
CCCCn1c(N)c(N(CCOC)C(=O)CSc2n[nH]c(-c3ccc(OC)cc3)n2)c(=O)[nH]c1=O	-15	5	-2	-0.2	-23	0	1	18	0	0.4	5
